MC4R ag barr: activates human MC4R beta-arrestin recruitment; U2OS MC4R beta-arrestin complementation, luminescence; percent of melanotan II response, DMSO zero; activation, % at 8.9 µM; 360,000 compounds, 0.98% hits; AID 540308;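 active means activation above a per-plate cutoff, the mean activation of sample wells on that plate plus 3 SD, cut at about 8% in these data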
Target sequence (P32245 whole entry, looked up): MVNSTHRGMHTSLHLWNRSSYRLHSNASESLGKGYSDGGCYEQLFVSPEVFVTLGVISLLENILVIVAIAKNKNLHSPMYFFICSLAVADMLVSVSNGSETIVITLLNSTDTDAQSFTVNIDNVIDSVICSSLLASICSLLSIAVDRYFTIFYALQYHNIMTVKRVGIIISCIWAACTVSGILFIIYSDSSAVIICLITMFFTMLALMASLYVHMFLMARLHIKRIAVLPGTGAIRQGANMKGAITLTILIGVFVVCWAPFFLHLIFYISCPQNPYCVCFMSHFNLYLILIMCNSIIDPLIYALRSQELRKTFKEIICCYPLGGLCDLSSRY
ABCB6 inh MLPCN: human ABCB6 transporter inhibition | K562-ABCB6 porphyrin accumulation, flow cytometry, 1 h; stronger effect = lower value | fluorescence ratio to DMSO, % at 10 µM | 360,000 compounds, 0.19% hits;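 active means fluorescence ratio to DMSO below 75%, the collection mean minus 3 SD; inconclusive means too few cells collected in the well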;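 further: signal is porphyrin accumulated inside mitochondria; 100% equals median channel fluorescence of DMSO control wells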
HTR2A ag: agonists of mouse serotonin 5-HT2A receptor (HTR2A); P35363; CHO-K1 mHTR2A beta-arrestin complementation, luminescence; percent of 30 µM serotonin response; activation, % at 7.6 µM; 360,000 compounds, 0.66% hits; AID 624169;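 active means activation above a run cutoff, the mean activation of all tested compounds plus 3 SD, cut at about 14% in these data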;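 further: 0% = plate median of compound wells and 100% = 30 µM serotonin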
Target sequence (P35363 whole entry, looked up): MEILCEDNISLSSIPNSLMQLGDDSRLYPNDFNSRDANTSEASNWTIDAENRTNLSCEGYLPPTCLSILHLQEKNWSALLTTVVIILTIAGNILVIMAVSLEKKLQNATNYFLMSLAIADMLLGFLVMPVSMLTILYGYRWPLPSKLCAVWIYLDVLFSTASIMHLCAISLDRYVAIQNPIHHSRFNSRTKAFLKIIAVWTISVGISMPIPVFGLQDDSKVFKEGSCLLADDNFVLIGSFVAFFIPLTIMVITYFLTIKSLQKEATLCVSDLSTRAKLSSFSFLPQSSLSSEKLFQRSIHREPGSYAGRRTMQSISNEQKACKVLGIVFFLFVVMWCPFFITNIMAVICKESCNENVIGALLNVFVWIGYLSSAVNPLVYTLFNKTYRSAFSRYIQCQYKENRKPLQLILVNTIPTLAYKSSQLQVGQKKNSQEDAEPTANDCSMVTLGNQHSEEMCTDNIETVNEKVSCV
MC4R antagonist: human MC4R antagonism in cAMP assay; 360,000 compounds, 0.48% hits; MC4R-expressing cells, MTII-stimulated cAMP, LANCE TR-FRET; P32245; inhibition, % at 6.5 µM;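 active means inhibition above its plate's cutoff, the mean of tested wells on that plate plus 3 SD, cut at about 29% in these data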;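 further: 0% = Melanotan II alone and 100% = Melanotan II plus saturating MCL0020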
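System: U2OS-MC4R stable cell line; Technique: Eu-cAMP/anti-cAMP TR-FRET, emission 671 nm; Repeats: single well per compound; Also added: Melanotan II; Dosing: one concentration, 6.5 µM nominal; Schedule: 30-min compound, 1-h challenge, 1-h detection, room temperature.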
aDG glyco up: increases alpha dystroglycan glycosylation | Pro5-aDG cells, alpha-DG glycosylation AlphaScreen (IIH6); 0% Pro5, 100% B10-LARGE cell signal | activation, % at 10 µM | 360,000 compounds, 0.22% hits;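 active means activation of at least 8% versus controls, or a plate z-score of at least 8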;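 further: Pro5 are CHO cells carrying HIG-tagged alpha-DG that lacks glycosylation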
H9c2 protect: modulators protecting cardiomyocytes from myocardial damage; 360,000 compounds, 0.63% hits; H9c2 cardiomyocytes, H2O2 injury protection, ATPLite, 2 h; AID 588492; protection from H2O2 cell death, % at 20 µM;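 active means compounds giving at least 50% protection of heart cells from peroxide-induced death in the single-dose screen, raw or plate-pattern-corrected value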;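 further: 0% = DMSO wells with peroxide and 100% = DMSO wells without peroxide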
Glyco luc inh: N-linked glycosylation inhibition; D54 ERlucT glycosylation luciferase reporter, 24 h; percent of 100 nM tunicamycin response; 360,000 compounds, 0.23% hits; reporter increase, % at 12.5 µM;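 active means mean luciferase reporter signal, scaled so untreated is 0 and the glycosylation-blocking control 100, at or above a set limit in every replicate; inconclusive means mean reaches the limit but not every replicate does; inactive means mean below the limit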;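 further: luciferase carries N-glycosylation sites so blocking glycosylation raises the light; 0% = median of neutral control wells and 100% = median of 100 nM tunicamycin wells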
hiPSC survival: enhancers of human iPSC single-cell survival; hiPSC single-cell survival, ATPlite luminescence; 100% = ROCK inhibitor wells, 0% = DMSO; survival enhancement, % at 20 µM; 360,000 compounds, 0.044% hits; in the data active means survival enhancement above about 18%;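 further: cells exposed to compounds for 16 hours before the ATP read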
ABHD5-PLIN5 inh: blocks binding of human ABHD5 to perilipin-5; Q00G26+Q8WTS1; Split G. princeps luciferase complementation, luminescence, 4 h; inhibition, % at 4 µM; 360,000 compounds, 0.78% hits;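 active means inhibition above the mean inhibition across every tested compound plus 3 SD, cut at about 22% in these data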;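 further: 0% = DMSO only wells and the 100% control is not disclosed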
Exocytosis inh: blocks lytic granule exocytosis; inhibition, % at 10 µM; TALL-104 LAMP-1 surface exposure, flow cytometry; cells stimulated with thapsigargin and PMA; 360,000 compounds, 0.66% hits; AID 651702;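 active means inhibition above about 55%, limit read from the data; inconclusive means no clear call, values can overlap the other calls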
Active calls of the source: *; ? = inconclusive; nt = no result given.

Sequence of screens – MC4R ag barr	ABCB6 inh MLPCN	HTR2A ag	MC4R antagonist	aDG glyco up	H9c2 protect	Glyco luc inh	hiPSC survival	ABHD5-PLIN5 inh	Exocytosis inh
> Cc1cc(C)n2nc(C(=O)N3CCCC(Nc4ccc(C(C)C)cc4)C3)cc2n1 (stereo not drawn)
→ -1.1	95	1	3	-0.4	3	-2	-0.2	-1	0
> COc1cc(/C=C2/C(=O)ON=C2C)ccc1OCc1cccc(F)c1
→ -1.8	96	0	3	0.0	-12	5	-0.9	5	32
> O=C(c1cc2ccccc2o1)N1CCN(Cc2nc3ccccc3s2)CC1
→ 0.0	103	5	12	-0.2	-4	-1	-0.2	1	6
> Cc1cc(C)n(-c2ccc(C(=O)OC(C)C)cc2)n1
→ 2.7	101	-1	-6	-0.1	-1	0	-0.2	6	-2
> Cc1cc(C)nc(-n2nc(C)c3c(C(F)(F)F)cc(=O)[nH]c32)n1
→ -1.4	96	2	3	-0.2	5	0	11	-1	-3
> CCCCN(C(=O)C1COc2ccccc2O1)c1c(N)n(CCC)c(=O)[nH]c1=O (stereo not drawn)
→ -1.5	80	-3	1	-0.1	8	1	-0.3	-3	-2
> CCN1CCN(c2ccc(NC(=O)c3cccnc3)cc2Cl)CC1
→ 0.2	99	0	-2	0.1	20	0	0.2	-5	0
> CC(=O)NCCNC(=O)C1Cc2c(-c3ccc4c(c3)OCO4)ccnc2O1 (stereo not drawn)
→ 0.4	99	2	-3	-0.2	1	0	-1.0	8	2
> COc1ccc(S(=O)(=O)Cc2ccc(C(=O)NC3CC3)o2)cc1
→ 1.9	102	1	6	-0.1	4	1	-2.6	8	-3
> Cc1ccc(C(C(=O)NC2CCCCC2)N(C(=O)c2csnn2)c2ccccc2F)o1 (stereo not drawn)
→ -0.8	98	8	3	0.1	-1	-2	-0.6	0	-12
> Cc1cc(/C=C2\SC(N)=NC2=O)c(C)n1-c1ccccc1
→ -1.6	123	-3	-5	-0.4	-19	-2	-5.1	-4	-5
> Cc1c(NC(=O)COC(=O)c2ccccc2O)c(=O)n(-c2ccccc2)n1C
→ -1.6	96	3	-4	0.0	5	1	-1.3	-1	-3
> O=C(CNCc1cccs1)NC12CC3CC(CC(C3)C1)C2
→ -1.9	96	3	7	0.3	-4	3	-0.6	-3	2
> CCC(c1nnnn1Cc1ccco1)N(Cc1cc2cc(OC)ccc2[nH]c1=O)C1CCCCC1 (stereo not drawn)
→ -2.3	109	0	7	0.1	47	-3	0.3	13	-3
> CC1CCCC(NC(=O)COC(=O)c2sc3ccccc3c2Cl)C1C (stereo not drawn)
→ 0.1	106	-3	8	0.0	-2	1	3.9	0	-2
> COc1cc(CNC(=O)Nc2nnc([C@H]3C[C@H](O)[C@@H](CO)O3)s2)cc(OC)c1OC
→ 1.2	96	4	3	0.1	10	2	2.3	10	-3
> Cc1ccc(C)c(CN2CCCN(Cc3cc(C)ccc3C)S2(=O)=O)c1
→ -0.4	97	0	3	0.0	0	-1	0.1	0	12
> CC(NC(=O)CNC(=O)C1O[C@@H]2OC(C)(C)O[C@@H]2[C@H]2OC(C)(C)O[C@@H]12)C(=O)O (stereo partly drawn)
→ -1.2	105	0	2	0.1	-4	0	2.5	5	1
> COc1ccc(S(=O)(=O)N2CCOCC2)cc1C(=O)Nc1ccc2c(c1)OCO2
→ 0.1	92	-6	14	-0.3	14	1	-0.1	0	1
> Cc1cc2c(=O)n(Cc3ccco3)c(SCC(=O)c3ccc(Cl)s3)nc2s1
→ 1.6	99	-3	4	0.7	-14	-8	-2.3	4	2
> CCn1c2ccccc2c2cc(NC(=O)CSc3nnc(-c4cccc(Cl)c4)o3)ccc21
→ 0.3	101	-1	4	-0.2	-9	5	0.3	-1	16
> Cc1ccc(C2C=NN(c3ccccc3)C2=O)cc1 (stereo not drawn)
→ -3.5	95	2	1	-0.3	-10	2	-2.0	-6	-4
> COC(=O)c1cc(NC(=O)C23CCC(C)(C(=O)O2)C3(C)C)cc(C(=O)OC)c1 (stereo not drawn)
→ -2.5	95	4	2	0.1	14	1	0.5	3	1
> COc1cc(/C=N/NS(=O)(=O)c2ccccc2)c(OC)c(OC)c1
→ -0.5	99	4	-1	-0.1	4	1	-0.1	10	16
> COCCNC(=O)C1C(=O)Nc2ccccc2C(=O)N1Cc1ccccc1 (stereo not drawn)
→ nt	nt	2	nt	0.3	nt	nt	nt	10	-5
> CCOc1ccc(NC(=S)N2CCC(NC(=O)c3ccccc3)CC2)cc1
→ -1.2	101	3	17	-0.1	-1	2	-0.1	6	8
> Cc1c(C(=O)N2CCOCC2)oc2c1C(=O)CC(C)(C)C2
→ 3.7	87	4	-6	0.9	3	1	-1.4	15	11
> COc1ccc(-c2cc(C(=O)Nc3cc(C)on3)no2)cc1
→ nt	98	nt	nt	0.0	4	1	0.7	nt	4
> O=C(Nc1ccc2[nH]ncc2c1)c1cccc(F)c1
→ -1.2	95	-5	6	-0.5	-3	1	0.7	3	-8
> COC(=O)c1ccc(CNC(=O)CSC(C)C(=O)Nc2cc(C)on2)cc1 (stereo not drawn)
→ -3.7	97	10	6	0.3	5	0	-0.3	8	0
> CCCn1c(N)c(C(=O)COC(=O)CCS(=O)(=O)c2ccc(C)cc2)c(=O)[nH]c1=O
→ -2.0	103	3	7	0.4	-5	2	-0.3	2	0
> Cc1ccc(C)c(OCC(O)CN2CCC(CN3C(=O)c4cccc5cccc(c45)C3=O)CC2)c1 (stereo not drawn)
→ -0.6	94	-4	5	0.9	-16	16	-3.3	9	22
> Cc1ccc(Sc2ccncc2S(N)(=O)=O)cc1
→ -2.1	88	4	-1	-0.2	2	0	-1.8	2	2
> Cn1cccc1Cc1nnc(SCC(=O)Nc2cccc(Cl)c2)n1-c1ccc(F)cc1
→ 0.7	103	2	8	0.2	-5	-1	-0.1	6	1
> CCc1ccc(N(C(C)=O)c2nc(CCl)cs2)cc1
→ 1.0	97	4	-9	2.2	-1	-3	-3.1	5	-3
> CCCCCn1c(=S)[nH]c2ncccc2c1=O
→ 0.3	95	0	-2	0.3	-7	0	3.6	-6	2
> COC(=O)c1c(NC(=O)CSc2n[nH]c(N)n2)sc(C)c1C
→ -2.2	99	1	5	0.1	-5	1	1.0	3	4
> CC(Oc1ccc(Cl)cc1)C(=O)NCCCn1ccnc1 (stereo not drawn)
→ -1.2	101	5	-1	-0.1	4	-2	-0.2	3	6
> CSc1n[nH]c(NCc2ccccc2)n1
→ -1.2	97	-1	2	-0.2	0	-2	0.2	-5	3
> CC(=O)NN(O)C1N(C)C(=O)N(Cc2ccccc2)C1(C)C (stereo not drawn)
→ 0.1	97	6	-1	0.1	-1	0	-0.5	4	-6
> CN1CCN(C(=O)CN(CCc2ccccc2)S(C)(=O)=O)CC1
→ -0.3	103	0	16	0.0	-1	0	-2.7	-1	8
> O=C(c1ccc2c(=O)n3c(nc2c1)CCCCC3)N1CCN(c2ccc(Cl)cc2)CC1
→ -1.2	93	-2	18	-0.1	0	1	0.8	-1	2
> CCOC(=O)/C(C#N)=N/Nc1ccccc1C#N
→ -2.2	92	3	4	-0.3	-8	2	-0.4	4	4
> CC(C)(C)OC(=O)N1CCCC(C(=O)Nc2cccc(C(=O)NCCCc3ccccc3)c2)C1 (stereo not drawn)
→ 0.5	98	-8	-4	-0.2	10	-1	-2.7	1	-8
> O=C(Nc1ccc(NC(=O)c2ccco2)cc1)c1ccc2c(c1)OCCO2
→ -2.9	93	-2	-13	0.3	7	-4	0.0	2	-2
> COCCN1C2=C(COC(C)(C)C2)C(=S)NC1c1ccccc1 (stereo not drawn)
→ -2.4	102	6	7	-0.1	0	1	0.2	-2	4
> Cc1ccc(-c2csc(N(C)C(=O)c3c(C)nn(-c4ccccc4)c3Cl)n2)cc1
→ 16*	99	3	1	0.1	-15	1	2.6	-2	-4
> COC(=O)c1ccc(COc2ccccc2/C=C(\C#N)C(=O)Nc2c(C)cc(C)cc2C)cc1
→ -2.5	96	0	0	0.0	18	?	-0.3	8	11
> Cn1c(SCC(=O)c2ccc3c(c2)Cc2ccccc2-3)nnc1-c1ccccc1
→ 11*	95	-2	0	0.0	-16	6	-0.4	-2	-2
> O=c1/c(=C/c2ccc([N+](=O)[O-])cc2)sc2n1CCCN=2
→ 1.3	99	0	8	0.9	-13	1	0.2	-6	3
> C[C@H]1COC2=C1C(=O)C(=O)c1c2ccc2c1CCCC2(C)C
→ 1.4	109	10	7	1.1	-12	4	0.0	-9	-1
> O=C(Cc1csc(NC(=O)Nc2ccc(Cl)cc2)n1)NC1CCCC1
→ -4.0	105	-6	-3	0.3	-15	3	-0.2	2	0
> CC(OC(=O)[C@@H](NC(=O)OCc1ccccc1)C(C)C)C(=O)Nc1ccc(N2CCOCC2)cc1 (stereo partly drawn)
→ 1.0	98	2	8	-0.1	24	-1	0.0	11	8
> Cc1ccc(-n2c(Cc3cccn3C)nnc2SCC(=O)N2CCc3ccccc32)cc1
→ -1.9	98	1	0	0.2	1	-1	0.6	7	0
> Cc1cc(OCC(=O)N(C)C2CCCCC2)cc(C)c1Cl
→ 1.8	104	-3	10	0.6	-11	-2	-0.8	-5	0
> CCN1CCN(c2ccc(S(=O)(=O)N3CCCCC3)cc2NC(=O)c2cccc(C)c2)CC1
→ -0.7	103	-4	2	0.1	1	-4	-0.5	0	2
> COc1ccccc1-c1sc2cc3c(cc2c1C#Cc1cncn1C)OCO3
→ 0.1	104	-4	11	1.9	-2	3	1.4	9	21
> COCCn1c(-c2ccc(C#N)cc2)nc2c1c(=O)[nH]c(=O)n2Cc1ccccc1
→ -2.1	101	-5	8	-0.1	2	-2	-0.7	-4	-8
> O=C1CC[C@@H](O)CCN1CC[C@H](Sc1ccc(Br)cc1)c1ccccc1
→ -1.5	93	-4	10	-0.2	-4	0	-0.5	6	-3
> O=[N+]([O-])c1cccc(S(=O)(=O)Nc2ccc(S(=O)(=O)N3CCCC3)cc2)c1
→ -2.9	94	-5	20	0.0	-2	-1	-0.2	4	8

Following part
Sequence of screens – MC4R ag barr	ABCB6 inh MLPCN	HTR2A ag	MC4R antagonist	aDG glyco up	H9c2 protect	Glyco luc inh	hiPSC survival	ABHD5-PLIN5 inh	Exocytosis inh
> CC(C)CC(C)NC(=O)c1ccc(C(F)(F)F)cc1 (stereo not drawn)
→ -1.9	91	0	2	0.3	4	-1	-0.4	0	4
> CC1CC(C)CN(CCOCCSc2ccccc2)C1 (stereo not drawn)
→ 1.1	99	16*	18	0.2	9	-3	-1.7	12	2
> CCCCNc1ccc(C(CC(N)=O)NC(=O)Cc2ccc(Br)cc2)cc1[N+](=O)[O-] (stereo not drawn)
→ 1.3	100	13	11	0.4	-2	?	-1.9	0	-1
> CCSc1nnc(NC(=O)CSc2nc(C)cc(C)n2)s1
→ -1.8	98	2	-1	-0.1	2	4	-1.7	1	0

Screening data from PubChem.
